Screening data as filed in PubChem BioAssay.
Pf Dd2 inh: Plasmodium falciparum Dd2 growth inhibition; P. falciparum Dd2 growth, SYBR Green, 72 h; Potency, µM (series often up to 28.9 µM), for inactives: at the highest dose activity, negative = inhibition, usual class: inhibitors; hit rate 4.3% among 120,000; active means well fitted inhibition curve with a large enough effect; inconclusive means small, poorly fitted or top-dose-only effect; inactive means no such curve, though single readings can be large or run the other way;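 further: plate controls were DMSO vehicle for no effect and reference drug for full effect; nearly all actives have a fitted effect of over 65% in size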
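Infected erythrocytes (Dd2, 0.3% parasitemia, 2.5% hematocrit final) are added to compound in RPMI-1640/Albumax II medium, grown 72 h at 37C in low oxygen, then lysed with saponin/Triton-X containing SYBR Green and read by fluorescence.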
* marks the source's active call; other numbers are inactive results; i = inactive; ? = inconclusive; [ ] = remark or other dose. Potency means the concentration at half of the fitted maximal effect. A portion of the library; the hit share may differ from the screen's.

Sample of the layout:
SMILES | Pf Dd2 inh
CNC(=O)[C@@H]1CN(C(=O)Cc2ccccc2Br)C[C@H]1CO | 0.8%
COc1ccc(-c2ccc3ncc(Nc4ccc(F)c(Cl)c4)n3n2)cn1 | ?
COc1cccc(NC(=O)CSc2nccn2C2CCCC2)c1 | 55.1%[activator]
CCn1c(C2CCCN(C(=O)CN3C(=O)NC(=O)C3(C)C)C2)nn(C)c1=O (stereo not drawn) | -1.6%
CC(=O)Nc1cccc(-c2ccc3c(n2)CN(Cc2ccccc2)C(=O)CO3)c1 | ?
COc1ccc(Cn2ccc3nc(C)c(C(=O)Nc4ccc(OC)cc4OC)cc3c2=O)cc1 | ?

All compounds of this part, from the start:
SMILES | Pf Dd2 inh
CNC(=O)[C@@H]1CN(C(=O)Cc2ccccc2Br)C[C@H]1CO | 0.8%
COc1ccc(-c2ccc3ncc(Nc4ccc(F)c(Cl)c4)n3n2)cn1 | ?
COc1cccc(NC(=O)CSc2nccn2C2CCCC2)c1 | 55.1%[activator]
CCn1c(C2CCCN(C(=O)CN3C(=O)NC(=O)C3(C)C)C2)nn(C)c1=O (stereo not drawn) | -1.6%
CC(=O)Nc1cccc(-c2ccc3c(n2)CN(Cc2ccccc2)C(=O)CO3)c1 | ?
COc1ccc(Cn2ccc3nc(C)c(C(=O)Nc4ccc(OC)cc4OC)cc3c2=O)cc1 | ?
COc1ccccc1C(=O)N(C)Cc1cccn1C | 9.0%[44.1 µM]
CCc1ccc(CNC(=O)C2Cn3cccc3C(=O)N2)cc1 (stereo not drawn) | 31.5%
COc1cc(=O)n2c(c1C(=O)Nc1ccc(C(C)C)cc1)CCCC2 | -21.1%
CC(C)c1ccccc1OCC(=O)c1ccc2c(c1)N(CC(=O)NCC1CC1)C(=O)CO2 | i
C[S+](=O)([O-])N1CCC(Cn2ccc3c(N4CCOCC4)nc(-c4cccc5[nH]ccc45)cc32)CC1 | -13.8%
Cc1ccc(NC(=O)c2oc3ccccc3c2NC(=O)c2ccccc2C)cc1 | ?
CC(C)Cn1c(=O)c2ccccc2n2c(CCC(=O)NCc3ccccc3Cl)nnc12 | 5.8%
O=C(Cn1ccn2nc(-c3ccc(F)cc3)c(CO)c2c1=O)NCc1ccc(F)cc1F | -7.0%
COCCN1C(=O)[C@H]2CN(Cc3cccc(Cl)c3F)C[C@H]2C1=O | -8.0%
COc1ccc(-c2cc(N3CCC(NC(=O)Cc4ccc(F)cc4)CC3)n[nH]2)cc1 | ?
O=C(COc1ccccc1[N+](=O)[O-])N(Cc1ccco1)c1ccccn1 | -12.9%
CCCSc1nnc2[nH]c(=O)cc(C)n12 | 21.0%
Cc1ccc(-n2nc3n(c2=O)CCN(C(=O)c2ccccc2)C3)cc1 | -7.8%
O=C(CN1C(=O)C2(SCC(=O)N2c2ccccc2)c2ccccc21)NCc1ccccc1 (stereo not drawn) | -13.7%
COc1ccccc1C(=O)N1CCC2(CC1)CC(=O)c1ccccc1O2 | i
Cn1ccnc1C(=O)NCC(=O)N1CCCCCNC(=O)CC1c1ccccc1 (stereo not drawn) | -20.0%
COc1ccc(-c2cc3c(ccn3C(C)C)c(C(=O)NCc3c(C)cc(C)[nH]c3=O)n2)cn1 | 6.31µM*
O=C1NCCCCCCN(C(=O)C2CCC2)[C@H]2CCCC[C@@H]12 | -6.0%
Cc1cccc(CC(=O)N2CCCCCC2c2nnc(-c3ccccc3)o2)c1 (stereo not drawn) | i
O=C(c1cccc(-n2cnnc2)c1)N(Cc1ccsc1)CC1CCCO1 (stereo not drawn) | -11.7%
O=C(Cc1ccccc1)NCCC1CCN(C(=O)Nc2ccc(F)cc2)CC1 | ?
COc1cc(OC)cc(-c2cc3nc(C)c(CCC(=O)Nc4ccc(F)c(Cl)c4)c(C)n3n2)c1 | 48.4%[activator]
CC1CCCN(C(=O)CN2C(=O)NC3(CCCCC3)C2=O)C1 (stereo not drawn) | 4.2%
COCCCNC(=O)CN1C(=O)COc2ccc(C(=O)COc3cccc(OC)c3)cc21 | i
NC(=O)[C@H](CC1CCCCC1)NC(=O)[C@@H]1C[C@@H](NC(=O)Nc2cccc(F)c2)CCN1C(=O)[C@H]1CCCN1 | -17.6%
COc1ccccc1CNC(=O)C(CC(C)C)NS(=O)(=O)c1ccc2c(c1)oc(=O)n2C (stereo not drawn) | 3.0%
COc1ccc(OCc2nc(C)c(CCO)c(=O)n2CC(=O)Nc2ccc(Cl)cc2F)cc1 | -21.7%
C=CCNC(=O)C[C@@H]1CCN(C(=O)C(C)(C)C)C[C@@H]1CC | -0.8%[44.1 µM]
CN(C(=O)c1ccc2c(c1)N(Cc1ccc(F)cc1)C(=O)c1ccccc1S2(=O)=O)C1CCCCC1 | ?
COc1ccc(-c2cc(C(F)(F)F)nc(SCC(=O)NCc3ccc(Cl)cc3)n2)cc1 | -3.1%
O=C(Cc1ccc(Cl)cc1)N1CCC2(CC1)NC(=O)N(c1ccccc1Cl)N2 | ?
CN(C)[C@@H]1C[C@@H](CO)N(Cc2cc(=O)n3c4c(cccc24)CCC3)C1 | -18.4%
Fc1ccc(CCc2nc(C3CCOC3)no2)cc1F (stereo not drawn) | 15.5%
O=C(CNS(=O)(=O)c1ccc(Br)s1)N1CCN(c2ccc(F)cc2)CC1 | 3.3%
COCCNC(=O)[C@@H]1C[C@@H](O)CN1C1CCN(C(=O)c2ccc3c(c2)OCO3)CC1 | 9.3%
COC(=O)c1ccc(CSc2c(C(C)C)cnc3c2c(=O)n(C)c(=O)n3C)cc1 | -29.8%
CC1=C[C@@H](CNS(=O)(=O)c2ccccc2)[C@H](C(C)C)C[C@H]1CC(=O)NCc1ccccn1 | i
O=C(NCc1cccnc1)C1CCCN(c2cnn(Cc3ccccc3)c(=O)c2)C1 (stereo not drawn) | i
CN1c2cc(C(=O)NCc3ccc(F)cc3)ccc2C(=O)N2CCCC21 (stereo not drawn) | i

3 structures from above, ordered by number of heavy atoms, descending.
SMILES | Pf Dd2 inh
NC(=O)[C@H](CC1CCCCC1)NC(=O)[C@@H]1C[C@@H](NC(=O)Nc2cccc(F)c2)CCN1C(=O)[C@H]1CCCN1 | -17.6%
C=CCNC(=O)C[C@@H]1CCN(C(=O)C(C)(C)C)C[C@@H]1CC | -0.8%[44.1 µM]
Fc1ccc(CCc2nc(C3CCOC3)no2)cc1F (stereo not drawn) | 15.5%

The list continues.
SMILES | Pf Dd2 inh
Cc1cc(C)cc(Oc2coc3cc(OCC(=O)NC4CCCCC4)ccc3c2=O)c1 | -13.9%
O=C1NC2(CN(CC3CCCCC3)C2)Oc2ccccc21 | -2.1%[44.1 µM]
Cc1ccc(C(=O)N2CCC(C(NC(=O)c3ccccc3C)C(=O)NCC(C)C)CC2)cc1 (stereo not drawn) | 7.94µM*
COCc1cc(CC2(NC3CCN(C(C)=O)CC3)COC2)no1 | -7.7%[44.1 µM]
CN(C)C(=O)c1cccnc1OC1CCN(C(=O)c2cccs2)C1 (stereo not drawn) | -24.3%
O=C(O)CCC(=O)N[C@H]1CO[C@H]2[C@@H]1OC[C@@H]2n1nnnc1Oc1ccc(-n2ccnc2)cc1 | 20.0%
Cn1nc(C(=O)N2CC(N(C3CCOCC3)S(C)(=O)=O)C2)c2ccccc21 | -16.1%
CCn1nc(C)c(CNC(=O)c2cc(COc3ccc4ncccc4c3)on2)c1C | i
CCNC(=O)N1CCCCCCN(C)C(=O)[C@@H]2CCC[C@@H]21 | -14.7%
CS(=O)(=O)c1ccc(OCC2(CNCc3cccc(C(F)(F)F)c3)C[C@@H](O)[C@@H](O)C2)cc1 (stereo partly drawn) | i
CCOc1ccc(C2Cn3nnc(-c4nc(-c5ccsc5)no4)c3CO2)cc1 (stereo not drawn) | ?
CCN(CC)CCCNC(=O)CSc1c2c(nc3cc(Cl)ccc13)CCCC2 | ?
COCCC(=O)N[C@H]1CC[C@]2(C)CCC([C@H](C)C(=O)N3CCC(C)CC3)[C@H](O)[C@H]2[C@@H]1C (stereo partly drawn) | i
O=C(Cc1c[nH]c2ccccc12)N1CCC(Cc2nc(-c3ccccc3)n[nH]2)CC1 | -5.4%
COc1ccc(NC(=O)CSC2=Nc3ccccc3C3=NC(CC(=O)NCc4ccc5c(c4)OCO5)C(=O)N23)cc1 (stereo not drawn) | 9.4%
CC1CCN(CCc2nc3c([nH]2)CC(C)(C)CNC3=O)CC1 | -9.5%
CCOc1ccc(C2C(C(N)=O)=C(C)Nc3nc(SCc4ccccc4)nn32)cc1 (stereo not drawn) | -11.0%
Cc1cccc(NC(=O)CN2CC3CC(C2)[C@H]2CCCC(=O)N2C3)c1 (stereo partly drawn) | 6.2%
COc1ccc(OCc2nc(C)c(CCO)c(=O)n2CC(=O)Nc2ccc(OC)c(OC)c2)cc1 | -8.5%
COCCN(CCOC)CC[C@@H]1CC[C@H](O)[C@@H](C(=O)NC2CC2)O1 | 17.3%[44.1 µM]
O=C(Cc1ccc(F)cc1)NCCn1ccn2nc(-c3ccc(F)cc3)cc2c1=O | ?
CC(C)(C)n1nnnc1C1CC2(CCOCC2)C(=O)N1Cc1ccccc1F (stereo not drawn) | 72.3%[activator]
Cn1c(C(=O)Nc2ccc3c(c2)OCO3)cc2c1CCN(Cc1cccc(F)c1)C2 | ?
Cc1ccc(-c2cc(-c3ccncc3)c3cncn3c2)cn1 | -7.3%[44.1 µM]
COc1ccc(OC)c(C(c2c(O)c3ccccc3oc2=O)c2c(C)n(C)n(-c3ccccc3)c2=O)c1 (stereo not drawn) | 47.6%[activator][5.79 µM]
CCN1C(=O)CCC2(C(=O)Nc3ccc(C)cc3)CCCC=C12 (stereo not drawn) | -17.0%
O=C(CCCCn1c(=O)c2ccccc2n(Cc2ccccc2F)c1=O)NCc1ccccc1Cl | 11.0%
O=c1[nH]nc2n1CCN(Cc1ccccc1F)CC2 | i
CCCOc1ccc(Cl)cc1CNC(=O)C1CCN(CC(N)=O)CC1 | ?
Cc1ccc2c(c1)NC(=O)C(CC(=O)Nc1ccccc1Cl)O2 (stereo not drawn) | -17.6%
Cc1ccc(-c2nnc([C@H]3CCN(c4nccc(C(F)(F)F)n4)C3)o2)cc1 | -12.0%[44.1 µM]
Cn1c(SCc2ccccc2F)nc2c([nH]c3ccccc32)c1=O | 21.6%
O=C(Cn1ncc2c3ccccc3n(Cc3ccccc3)c2c1=O)N1CCCCCC1 | 2.8%
CCOC(=O)CC(NS(=O)(=O)c1cc(-c2cc(C)no2)ccc1C)c1ccc(C)cc1 (stereo not drawn) | -29.8%
CC(=O)Nc1ccc(S(=O)(=O)NC[C@H]2C[C@@H]3CCN2C[C@@H]3c2cc(C3CCCC3)nn2C)cc1 | ?
CC(C)n1c(C2CCN(C(=O)CC3CCCC3)CC2)nn(C)c1=O | -3.1%
N#Cc1ccc(CN2CCC(c3nn(Cc4ccccc4)c(=O)[nH]3)CC2)cc1 | -3.0%
Cc1cnn(C2(C(=O)O)CCN(C(=O)c3cc(C)nc(C)n3)CC2)c1 | -12.5%
Cc1ccc(S(=O)(=O)c2nnn3c2nc(N2CCN(c4ccc(F)cc4)CC2)c2cc(Cl)ccc23)cc1C | -28.3%
CCCCN(Cc1ccsc1)C(=O)c1cnc(Nc2ccccc2)nc1 | -15.2%
CCOc1ccc(NC(=O)CN2C=C(C(=O)OC)C(C)=NS2(=O)=O)cc1 | 57.5%[activator]
O=C(c1ccc(F)cc1)N1CCC(c2nc(-c3ccc(S(=O)(=O)N4CCCC4)cc3)no2)CC1 | i
CC(C)CCN1CC2(CCCN(S(=O)(=O)c3cnn(C)c3)C2)CCC1=O (stereo not drawn) | -6.2%
O=C(C[C@@H]1CCNC[C@@H]1Cc1cc(-c2ccccc2)on1)N1CCC(n2c(=O)[nH]c3ccccc32)CC1 | -16.4%
CC(C)C[C@@H]1N[C@H](C(=O)NCCN(C)C)Cc2cn(Cc3ccncc3)c3cccc1c23 | 12.6µM*
Cc1ccc(Nc2c(-c3ccc(O)cc3)nc3cccc(C)n23)cc1 | ?
CC(C)(C)OC(=O)N1CCC(c2c(C(=O)NCCCN3CCc4ccccc4C3)cnn2-c2ccccc2)CC1 | 8.91µM*
CCCCN(CC)CCCNC(=O)c1cc2c(-c3ccc(OC)c(OC)c3)nn(C)c2s1 | 7.94µM*
CC(=O)Nc1ccc(S(=O)(=O)NCc2cccn2Cc2cccc(C)c2)cc1 | 19.4%
COc1cc(NC(=O)CCn2c(=O)oc3ccccc32)cc(OC)c1OC | 14.0%
CCC(=O)N1c2ccccc2CC1C(=O)N1CCN(c2ccccc2F)CC1 (stereo not drawn) | 42.5%[activator]
COc1ccc(OC)c(NC(=O)c2oc(=O)c3ccccc3c2-c2ccccc2)c1 | 35.4%[activator]
O=C(CSCc1nc2cccnc2n1C1CCCCC1)NCc1cccc(Br)c1 | ?
Cc1noc([C@@H]2CN(Cc3ccc(F)cc3F)C[C@H]2CO)n1 | 21.7%
Cc1ccc(NC(=O)c2c(C)nc3sc(C(=O)Nc4ccc(F)cc4)c(N)c3c2-c2ccccc2Cl)c(C)c1 | ?
O=C(CCNC(=O)c1cnccn1)NC1CCCc2c1[nH]c1ccc(Cl)cc21 (stereo not drawn) | -23.5%
CCOCC(=O)N1CCC(C2CCNC2)CC1 (stereo not drawn) | 36.4%
CC(=O)N[C@H]1CN(C2CCN(c3ccc(F)cc3C)CC2)C[C@@H]1C1CC1 | ?
CCNC(=O)c1cccnc1OC1CCN(C(=O)Cc2cccc(Cl)c2)C1 (stereo not drawn) | ?
Cc1cnc(C2CCC2)n1C1CCNCC1 | -15.2%
Cc1cc(C(F)(F)F)nn1CC(=O)N1CCN2CCS(=O)(=O)N(C3CC3)C(=O)C2C1 (stereo not drawn) | 4.3%
O=C1[C@@H]2C[C@@H](O)CN2C2(CN(Cc3cccc(F)c3)C2)C(=O)N1Cc1ccccc1 | ?
CN1C[C@@H](NC(=O)c2ccccn2)C[C@H]1c1nc(-c2ccc(OC(F)(F)F)cc2)no1 | ?
